Source: PubChem
Myeloid diff MLP = compounds promoting myeloid differentiation; calls only at 10 µM; ER-HoxA9 myeloid progenitors, lysozyme-GFP differentiation, flow cytometry; 360,000 compounds, 1% hits;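 active = normalized GFP-positive differentiation at or above the plate's own cutoff, the solvent-only control mean plus 3 SD; inconclusive = no clear call, values can overlap the other calls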;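 note: cells exposed to compound for four days before flow analysis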
West Nile antiviral = West Nile virus antiviral activity, cell-based, CPE readout (AID 1621) | West Nile virus-infected cells, CPE inhibition; higher % means a stronger effect | CPE inhibition, % at 10 µM; hits with a dose series show IC50 in µM | 290,000 compounds, 0.02% hits; in the data active = a potency from the dose series; inconclusive = CPE inhibition mostly from about 3.7% at the one dose, without a potency; inactive = the rest, 99 in 100 with CPE inhibition below about 2.2%; note: strong numbers were not always called active
T cell HTS = modulates CD8 T cell binding to vesicles | 2C CD8+ T cell-vesicle binding, flow cytometry; hits give low values | calls only at 7 µM | 330,000 compounds, 0.068% hits;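 active = response, share of CD8 T cells binding vesicles, and their 90th percentile fluorescence all below set limits, cut at about 80% in these data, passing the limit was not always enough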
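Test system: purified 2C TCR transgenic mouse naive CD8+ T cells. Probe or stimulus: QL9-peptide-loaded Drosophila micro-vesicles bearing Ld, ICAM-1 and B7-1. Incubation: binding step 1.5 h, 37 °C, antibody labelling 20 min, ice. Measured by: flow cytometry of vesicle-bound cells.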
WT yeast gro inh = growth inhibition of WT yeast, mitochondrial fusion screen; mitochondrial fusion phenotypic screen, WT strain; inhibition, % at 10 µM; AID 1362; 190,000 compounds, 2.1% hits; in the data active = inhibition above about 58%; tested in S. cerevisiae
Autophagy HCS = modulators of autophagy | AID 463193 | 190,000 compounds, 0.98% hits | calls only at 10 µM (by protocol) | MEF GFP-LC3 puncta imaging; test concentration mostly 10 µM;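 active = percentage of spot-positive cells more than 3 SD above its plate mean, without a fluorescence outlier flag or 80% toxicity; inconclusive = no clear call, values can overlap the other calls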;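 note: spot-positive cell cutoff set from DMSO-treated cells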
Lipid droplet = modulators of hepatic lipid droplet formation; AML12 mouse hepatocytes, oleate lipid droplets, BODIPY imaging; inhibition, % at 6.5 µM; 240,000 compounds, 0.4% hits; AID 1656;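 active = lipid droplet intensity inhibited by at least 50%, with more than 500 cells counted; inconclusive = wells with under 300 cells, treated as cytotoxic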
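Test system: AML12 mouse liver cells; schedule: overnight exposure; technique: high-content imaging of BODIPY-stained droplets and DAPI nuclei; read-out: % inhibition of corrected integrated BODIPY droplet signal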
MT stabilizer = microtubule stabilizers in HeLa cells | HeLa tubulin immunostaining HCS, 24 h; share of cells brighter than vehicle mean+2SD | 200,000 compounds, 0.83% hits | % tubulin-high responders, % at 10 µM;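 active = plate Z-score above 3 for both tubulin-high and condensed-nucleus cell shares, with cell loss under 80%, at 10 µM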;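 note: anti alpha tubulin signal scored within the nucleus-defined area of each cell; some results filed as inactive read as strong as hits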
Ins promoter up = MIN6 insulin promoter up-regulation; MIN6 insulin promoter-GFP reporter, high-content imaging; hits give high values; z-score at 5 µM; 190,000 compounds, 0.3% hits; AID 1625;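 active = z-score above 3 at 5 µM with at least 500 cells counted in the well; inconclusive = wells under 500 cells, flagged as cytotoxic or low count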
bCat nuc transl = beta-catenin nuclear translocation modulation. HeLa beta-catenin nuclear translocation, immunofluorescence imaging. nuclear translocation activity, % at 5 µM. 190,000 compounds, 0.3% hits. AID 1665;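 active = nuclear translocation activity above 50% at 5 µM, with a well cell count of 50 or more; inconclusive = wells under 50 cells across six images, flagged as toxic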;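 note: per-cell ratio of nuclear to cytoplasmic median beta-catenin stain intensity; plate controls were DMSO negative control for no effect and GSK-3 inhibitor IX positive control for full effect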
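Test system: human HeLa cells, native beta-catenin. Compound dosing: 5 µM primary single dose, 0.1% DMSO, 0.02–20 µM confirmation series. Incubation: compound exposure 24 h at 37°C. Detection: beta-catenin immunostaining with DAPI counterstain, 20x imaging, 6 fields/well. Read-out basis: Nuclear/cytoplasmic beta-catenin signal ratio, % activation.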
WT yeast gro inh mutant strain = second read-out of WT yeast gro inh, no call of its own (marks repeat the call); inhibition, %; mitochondrial fusion phenotypic screen, mutant strain inhibition
Ins promoter up cell count = second read-out of Ins promoter up, no call of its own (marks repeat the call); cell count; measured here: cytotoxicity, nuclei count;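 total cells summed across four imaged fields per well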
Lipid droplet cells 6.5 µM = second read-out of Lipid droplet, no call of its own (marks repeat the call); cell count; measured here: cell count, cytotoxicity flag;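 cells counted across two imaged fields per well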
bCat nuc transl cell count 5 µM = second read-out of bCat nuc transl, no call of its own (marks repeat the call); cell count; measured here: cell count, cytotoxicity flag
T cell HTS vesicle-bound % = also measured in T cell HTS; calls as there; double positive events, %; measured here: CD8+ vesicle-bound cell fraction;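 binding gate set so that unloaded-vesicle control wells show 10% double positive cells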
MT stabilizer Hoechst-high % = further read-out of MT stabilizer, marked with its call; % Hoechst-high responders; measured here: nuclear condensation Hoechst responders;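 share of cells brighter than vehicle mean plus two SD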
MT stabilizer cytotoxicity % = further read-out of MT stabilizer, marked with its call; toxicity, %; measured here: cytotoxicity by cell density;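 0% = mean cell density of plate MIN control wells and 100% = no cells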
Autophagy HCS cell loss 18 h = also measured in Autophagy HCS; calls as there; toxicity, %; measured here: cell loss, nuclei count;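 cell loss after 18 h compound exposure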
Myeloid diff MLP GFP+ MAC1+ % = further read-out of Myeloid diff MLP, marked with its call; GFP+ MAC1+ double positive, %; measured here: differentiation confirmed by MAC1 staining
Numbers without * were called inactive; i = inactive; ? = inconclusive; / = no result given.

SMILES | Myeloid diff MLP | Myeloid diff MLP GFP+ MAC1+ % | West Nile antiviral | T cell HTS | T cell HTS vesicle-bound % | WT yeast gro inh | WT yeast gro inh mutant strain | Autophagy HCS | Autophagy HCS cell loss 18 h | Lipid droplet | Lipid droplet cells 6.5 µM | MT stabilizer | MT stabilizer Hoechst-high % | MT stabilizer cytotoxicity % | Ins promoter up | Ins promoter up cell count | bCat nuc transl | bCat nuc transl cell count 5 µM
Cc1ccc(NC(=O)CSc2nc3c([nH]c4ccccc43)c(=O)n2C)cc1 | i | 3.2 | -0.2% | i | 32.2 | -9.3 | -2.7 | i | -33.2 | -10.1 | 670 | 2.7 | 1.2 | 9.4 | -0.16 | 1542 | 0.2 | 902
Cn1c(=O)c2c(ncn2CCN(CCO)Cc2ccccc2)n(C)c1=O | i | 0.3 | -0.9% | i | 13.7 | 21.1 | 21.3 | i | 29.1 | / | / | 2.0 | 2.5 | 12.1 | -0.33 | 1257 | -2.8 | 885
CC(=O)Nc1cccc(CP(=O)(c2ccccc2)c2ccccc2)c1 | i | 0.9 | 0.2% | i | 32.6 | / | / | / | / | -18.9 | 714 | / | / | / | -0.3 | 1132 | 0.2 | 1278
O=C(N/N=C/c1ccccc1)c1[nH]c2ccc(Br)cc2c1-c1ccccc1 | ? | / | 2.2% | i | 49.0 | -3.8 | 3.5 | i | 55.5 | -6.8 | 510 | 6.0 | 49.9 | 41.1 | 0.38 | 771 | -1.0 | 1123
CN(CC(O)COc1ccccc1F)C1CCCCC1 (stereo not drawn) | i | 0.1 | 0.1% | i | 60.6 | -1.5 | 2.5 | i | -20.2 | -16.5 | 657 | 4.7 | 1.9 | 11.5 | -0.22 | 1599 | -3.9 | 1169
O=C(/C=C/c1cccs1)Nc1cccc(NC(=O)/C=C/c2cccs2)n1 | i | 0.5 | 0.8% | i | 48.9 | 52.3 | 41.6 | i | -12.3 | -2.6 | 563 | 3.2 | 0.5 | 13.8 | -0.91 | 1319 | 2.9 | 1024
Cc1cccc2cc(C(c3nnnn3CC3CCCO3)N3CCOCC3)c(=O)[nH]c12 (stereo not drawn) | i | 3.0 | -0.1% | i | 28.8 | -6.3 | -5.0 | i | -15.3 | / | / | 3.1 | 2.9 | 1.7 | -0.4 | 1141 | -5.4 | 1013
CC1CC(C)CN(C(=O)CSCC(=O)O)C1 (stereo not drawn) | i | 0.1 | 0.3% | i | 19.4 | / | / | / | / | 6.4 | 680 | / | / | / | 1.04 | 1010 | 0.1 | 1383
Cc1cc(C)cc(-n2c(SCC(=O)Nc3cccc(S(=O)(=O)NC4=NCCCCC4)c3)nc3ccccc3c2=O)c1 | i | 0.9 | 0.2% | i | 29.2 | -10.9 | 4.0 | i | 24.5 | -3.2 | 639 | 5.2 | 1.0 | 8.3 | -0.26 | 1586 | -1.2 | 1100
Cc1ccc(S(=O)(=O)NCCC(=O)Oc2ccc3ccc(=O)oc3c2)cc1 | i | 0.4 | 0.3% | i | 31.5 | / | / | / | / | 13.8 | 760 | / | / | / | / | / | -0.7 | 1281
CCCN1C(=O)C2(/C(=C(\O)c3ccc4c(c3)OCCO4)C(=O)C(=O)N2CCCOC)c2ccccc21 (stereo not drawn) | i | 5.5 | 0.1% | i | 33.7 | 10.5 | -7.9 | i | 9.4 | / | / | 3.9 | 1.9 | 6.5 | -0.11 | 1578 | 2.6 | 1384
COc1ccc(N2CCN(C(=S)Nc3ccccc3OC)CC2)cc1 | i | 0.3 | 0.0% | i | 58.1 | / | / | / | / | 8.2 | 788 | / | / | / | / | / | / | /
CCN(CC)S(=O)(=O)c1ccc(Cl)c(NC(=O)CCCCl)c1 | i | 0.5 | 0.2% | i | 25.6 | / | / | / | / | 5.1 | 727 | / | / | / | 1.23 | 981 | 0.0 | 1349
COc1cc(NS(=O)(=O)c2c(C)oc3c(F)c(F)c(F)c(F)c23)cc(OC)c1OC | i | 0.3 | -0.5% | i | 24.7 | / | / | / | / | -15.3 | 804 | / | / | / | / | / | / | /
CC1CCCCC1NC(=O)CN1CCN(Cc2ccccc2Cl)C1=O (stereo not drawn) | i | 1.0 | -1.3% | i | 39.1 | 0.1 | -21.7 | i | -5.1 | -25.4 | 730 | 5.2 | 2.3 | 5.3 | 0.47 | 1200 | -2.6 | 579
Cc1ccc(-c2cc(C(=O)N/N=C/C=C/c3ccco3)c3ccccc3n2)cc1C | i | 2.1 | / | i | 33.9 | 41.2 | 32.4 | i | 9.3 | -9.6 | 739 | 1.5 | 1.0 | 10.1 | -0.24 | 879 | -2.0 | 1111
O=C(Nc1ccc(Cl)cc1)c1cnc(-c2ccccc2)nc1-c1ccccc1 | i | 1.4 | 2.2% | i | 19.3 | 46.8 | -4.4 | i | -24.4 | / | / | 4.0 | 2.5 | 1.5 | 0.38 | 1275 | 0.8 | 1514
N=c1c2c(ncn1Cc1ccco1)Oc1ccc3ccccc3c1C2c1ccccc1 (stereo not drawn) | ? | / | 0.2% | i | 23.2 | 65.8* | 36.0* | i | 12.8 | -39.9 | 696 | 17.3 | 6.5 | 43.9 | 0.26 | 928 | 16.8 | 478
CCN1CCN(C(C)C(=O)NC2CCCCC2)CC1 (stereo not drawn) | i | 0.4 | 0.0% | i | 55.0 | / | / | / | / | -22.3 | 659 | / | / | / | 0.1 | 1050 | 0.0 | 1380
O=C(Nc1ccccc1)Nc1cccc(Cl)c1 | i | 1.0 | -0.7% | i | 51.5 | 17.0 | -9.3 | i | -6.0 | -11.3 | 822 | 1.1 | 1.0 | 11.7 | / | / | 1.4 | 957
O=[N+]([O-])c1ccccc1Sc1nccn1Cc1ccccc1 | i | 0.6 | -1.3% | i | 13.7 | 5.4 | -4.8 | i | 1.6 | -3.9 | 715 | 1.4 | 3.0 | 8.0 | -0.73 | 1375 | 3.2 | 1077
CCCN1CCN(CCCNC(=O)c2cc3c(=O)[nH]c4ccccc4c3s2)CC1 | i | 0.4 | -0.5% | i | 50.4 | -16.2 | -7.5 | i | 39.3 | 18.7 | 702 | 3.4 | 1.9 | 2.1 | 1.33 | 1202 | -0.8 | 1067
COc1ccc(C(CC(=O)Nc2nccs2)C(C)C)cc1 (stereo not drawn) | i | 0.4 | -0.4% | i | 21.8 | / | / | / | / | 4.3 | 721 | / | / | / | / | / | / | /
CC(NC(=O)c1ccc(N(C)C)cc1)C1CC2CCC1C2 (stereo not drawn) | i | 0.8 | / | / | / | 6.3 | 12.9 | i | -1.2 | -4.8 | 815 | 1.3 | 1.1 | 5.4 | 0.59 | 805 | 2.2 | 1077
CC(C)C(=O)Nc1nc2c(c(=O)[nH]1)CCCC2 | i | 0.1 | / | i | 62.8 | -5.6 | 12.2 | i | -6.0 | 3.0 | 712 | 2.7 | 2.7 | 9.5 | 0.21 | 1087 | -2.3 | 1057

The final two records of the section before come first, to join the parts:
SMILES | Myeloid diff MLP | Myeloid diff MLP GFP+ MAC1+ % | West Nile antiviral | T cell HTS | T cell HTS vesicle-bound % | WT yeast gro inh | WT yeast gro inh mutant strain | Autophagy HCS | Autophagy HCS cell loss 18 h | Lipid droplet | Lipid droplet cells 6.5 µM | MT stabilizer | MT stabilizer Hoechst-high % | MT stabilizer cytotoxicity % | Ins promoter up | Ins promoter up cell count | bCat nuc transl | bCat nuc transl cell count 5 µM
CC(NC(=O)c1ccc(N(C)C)cc1)C1CC2CCC1C2 (stereo not drawn) | i | 0.8 | / | / | / | 6.3 | 12.9 | i | -1.2 | -4.8 | 815 | 1.3 | 1.1 | 5.4 | 0.59 | 805 | 2.2 | 1077
CC(C)C(=O)Nc1nc2c(c(=O)[nH]1)CCCC2 | i | 0.1 | / | i | 62.8 | -5.6 | 12.2 | i | -6.0 | 3.0 | 712 | 2.7 | 2.7 | 9.5 | 0.21 | 1087 | -2.3 | 1057
Brc1ccccc1-c1nnc(CSc2nnnn2-c2ccccc2)o1 | i | 1.2 | 0.2% | i | 39.3 | 6.2 | 29.9 | i | -1.5 | -11.7 | 718 | 2.5 | 1.0 | 11.7 | 1.7 | 812 | -4.6 | 1093
CN1CCN(C(=O)c2cc(Cl)ccc2Cl)CC1 | i | 1.2 | -0.1% | i | 47.1 | -2.9 | -18.8 | i | -1.2 | / | / | 1.5 | 2.1 | 8.9 | 0.09 | 1236 | -2.5 | 1045
COc1cccc(-n2ccnc2SCC(=O)Nc2nccs2)c1 | i | 0.8 | -0.3% | i | 42.1 | 2.1 | 14.9 | i | 1.6 | / | / | 5.6 | 4.4 | 4.3 | 0.01 | 1489 | -0.8 | 1302
Cc1ccc(NC(=O)CCN2CCC(C)CC2)cc1 | i | 0.7 | -0.1% | i | 55.7 | / | / | / | / | -2.7 | 796 | / | / | / | / | / | / | /
CN(C(=O)CCc1ccccc1)c1nnc(-c2ccncc2)s1 | i | 0.5 | -0.8% | i | 17.7 | -0.1 | -14.0 | i | 24.2 | 6.8 | 689 | 2.3 | 1.6 | 7.7 | 0.19 | 1464 | -0.1 | 1452
C/C(=N/Nc1nc(-c2ccccc2)cc(-c2ccccc2)n1)c1ccc(N)cc1 | / | / | -0.1% | / | / | 10.2 | -0.9 | i | -16.3 | 9.4 | 679 | 3.7 | 2.5 | 1.0 | -3.67 | 695 | 0.0 | 1096
CCOC(=O)C(CC)(CC)/C(C)=N/NC(=O)CC#N | i | 0.7 | 0.0% | i | 41.4 | -5.4 | -5.3 | i | -1.8 | 4.9 | 793 | 2.8 | 2.6 | 4.9 | 0.3 | 794 | / | /
CCCn1c(-c2ccc[nH]c2=O)nc2ccccc21 | i | 0.4 | 0.8% | i | 55.7 | 7.5 | -3.5 | i | -5.4 | 15.6 | 763 | 3.1 | 2.0 | 2.4 | 1.48 | 1433 | 2.1 | 932
